# proKLK7 act = proKLK7 (human) activation, primary screen | P49862 | AID 652039 | purified proKLK7, EDANS-DABCYL substrate fluorescence; 100% is mature enzyme control, 0% vehicle | hit rate 0.9% among 370,000 | activation, % at 7 µM;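 active = activation above the mean of all tested compounds plus 3 SD, computed per campaign excluding outliers beyond control limits, cut at about 13% in these data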
# Target sequence (P49862 whole entry, looked up): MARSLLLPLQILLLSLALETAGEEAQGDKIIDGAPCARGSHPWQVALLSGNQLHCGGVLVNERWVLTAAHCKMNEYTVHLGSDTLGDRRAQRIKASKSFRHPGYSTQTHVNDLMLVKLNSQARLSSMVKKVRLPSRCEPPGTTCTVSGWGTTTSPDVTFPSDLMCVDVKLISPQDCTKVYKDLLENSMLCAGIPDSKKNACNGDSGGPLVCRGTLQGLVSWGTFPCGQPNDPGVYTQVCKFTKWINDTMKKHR
# SIAE inh = inhibitors of human sialic acid acetylesterase SIAE; Q9HAT2; SIAE FP-Rh probe binding, fluorescence polarization; hit rate 0.69% among 370,000; inhibition, % at 9.66 µM;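 active = inhibition above a cutoff: mean of compounds within the control limits plus 3 SD of those, cut at about 17% in these data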;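 note: 0% = plate median of compound wells and 100% = probe without SIAE protein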
# MBD2 inh = blocks human MBD2 binding to methylated DNA. Q9UBB5. TR-FRET, MBD2 binding to methylated oligonucleotide. inhibition, % at 4.4 µM. hit rate 0.31% among 370,000. AID 686964; in the data active = inhibition above about 13%
# Target sequence (Q9UBB5 whole entry, looked up): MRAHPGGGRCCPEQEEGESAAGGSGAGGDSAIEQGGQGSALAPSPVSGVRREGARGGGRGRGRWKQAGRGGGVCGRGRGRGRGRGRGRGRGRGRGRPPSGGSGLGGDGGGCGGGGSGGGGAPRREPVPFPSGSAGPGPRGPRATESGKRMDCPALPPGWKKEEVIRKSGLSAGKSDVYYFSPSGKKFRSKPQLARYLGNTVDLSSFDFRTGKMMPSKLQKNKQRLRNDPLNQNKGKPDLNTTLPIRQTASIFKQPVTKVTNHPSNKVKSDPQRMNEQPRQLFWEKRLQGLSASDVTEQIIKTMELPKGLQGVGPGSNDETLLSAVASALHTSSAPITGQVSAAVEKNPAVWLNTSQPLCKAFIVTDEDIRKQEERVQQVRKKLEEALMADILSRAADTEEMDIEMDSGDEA
# Tn6 DDE FP = inhibitors of Tn6 peptide binding to human fibrin DD(E). Fibrin DD(E) TRITC-Tn6 fluorescence polarization displacement. inhibition, % at 8.3 µM. hit rate 0.21% among 370,000. AID 720509;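 active = inhibition above a per-campaign cutoff: mean of compounds within control limits plus 3 SD, cut at about 15% in these data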;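 note: 0% = median of all compound wells on the plate and 100% = blocking peptide control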
# PRMT1 inh = inhibitors of human PRMT1; AID 652257; inhibition, % at 2.79 µM; hit rate 1.3% among 370,000; Q99873; recombinant PRMT1, activity-based probe fluorescence polarization;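 active = inhibition above about 21% made by adding two undisclosed values, limit read from the data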
# UHRF1 binding = blocks human UHRF1 binding to methylated DNA. UHRF1 binding to methylated oligo, TR-FRET. inhibition, % at 4.4 µM. hit rate 0.75% among 370,000. AID 687016; in the data active = inhibition above about 21%;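 note: UHRF1 SRA domain binding a hemimethylated CpG hairpin DNA probe; 0% = median of test compound wells and 100% = reference inhibitor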
# Tn7 DDE FP = inhibitors of Tn7 peptide binding to human fibrin DD(E); hit rate 0.13% among 370,000; FP displacement of FITC-Tn7 peptide from fibrin DD(E); 0% = median of compound wells per plate; inhibition, % at 8.3 µM;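 active = inhibition above the mean of compounds falling within the control limits plus 3 SD of them, cut at about 14% in these data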;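 note: 0% = plate median of compound wells and 100% = 10 µM Aha-Tn7 peptide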
#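 Assay system: Human clot-derived fibrin DD(E) complex | Buffer or medium: Tris/NaCl/CaCl2 buffer, pH 7.8 | Repeats: One replicate per compound | Benchmarks: Aha-Tn7 high control | Measure: % inhibition scaled between sample-field median and high-control FP | Schedule: 10 min plus 3 h, room temperature | Signal: Fluorescence polarization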
# TDP2 absorb = blocks human TDP2 phosphodiesterase activity | recombinant TDP2, T5PNP hydrolysis, p-nitrophenol absorbance 415 nm | inhibition, % at 12.8 µM | hit rate 0.34% among 370,000 | AID 720702;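 active = inhibition above the mean of all tested compounds plus 3 SD, set per campaign, cut at about 25% in these data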;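 note: 0% = DMSO with enzyme and 100% = buffer with substrate but no TDP2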
# Target sequence (O95551 whole entry, looked up): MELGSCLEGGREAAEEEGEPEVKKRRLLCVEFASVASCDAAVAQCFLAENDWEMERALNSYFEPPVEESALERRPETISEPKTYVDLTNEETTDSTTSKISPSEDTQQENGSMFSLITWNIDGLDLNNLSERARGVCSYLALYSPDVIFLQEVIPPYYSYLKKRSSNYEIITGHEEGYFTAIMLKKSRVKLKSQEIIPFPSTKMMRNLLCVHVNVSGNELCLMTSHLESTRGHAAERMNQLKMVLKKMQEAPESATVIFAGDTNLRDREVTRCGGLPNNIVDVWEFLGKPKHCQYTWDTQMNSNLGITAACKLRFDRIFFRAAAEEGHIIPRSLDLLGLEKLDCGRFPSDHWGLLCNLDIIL
#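 test system = human TDP2 enzyme | input = TDP2 enzyme at 120 nM final | medium = 50 mM Tris-HCl pH 7.5 with Mg2+, KCl, DTT, BSA | also added = T5PNP substrate, 5 mM | times = 2 h at 37 °C | technique = epi absorbance | benchmarks = high control without enzyme, low control DMSO plus TDP2 | replication = each compound tested once, singlicate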
# TCR CD3 inh = blocks the human TCR-CD3 interaction. TAMRA-labeled TCR probe fluorescence, biochemical. inhibition, % at 9.4 µM. hit rate 0.37% among 360,000. AID 651800; in the data active = inhibition above about 19%;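 note: recombinant mutant TCR 2C K166C tagged with TAMRA read by polarization; 0% = receptor in buffer alone and 100% = receptor with positive control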
# LEDGF integ inh = blocks HIV-1 LEDGF/p75-dependent DNA integration; AID 743269; TR-FRET IN-LEDGF/p75 DNA integration, Eu/Cy5; inhibition, % at 3.7 µM; hit rate 0.64% among 370,000;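 active = inhibition above the screen-wide mean plus 3 SD, cut at about 13% in these data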;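 note: signal is the Cy5 over europium emission ratio at 671 and 618 nm; 0% = plate median of compound wells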
# Active calls of the source: *; . = not tested or not shown. Compounds were not picked by outcome; about 4.6% have a hit in one of these screens.
cpd	compound	proKLK7 act	SIAE inh	MBD2 inh	Tn6 DDE FP	PRMT1 inh	UHRF1 binding	Tn7 DDE FP	TDP2 absorb	TCR CD3 inh	LEDGF integ inh
1	COc1ccccc1N1CCN(CC(=O)c2c[nH]c3ccccc23)CC1	-0.2	5.2	-5.0	-5.7	-11.1	-1.8	2.9	4.7	2.4	4.3
2	O=C(Nc1cccc(F)c1)NC1(C(=O)N2CCC(O)CC2)CCCCC1	-0.9	-2.7	-3.7	9.4	0.0	-14.3	-0.6	-8.3	8.8	-1.4
3	Cc1cc(N2CCN(S(=O)(=O)c3ccc4c(c3)OCCO4)CC2)n2ncnc2n1	0.7	-2.7	-0.9	-1.5	0.9	2.7	-1.4	12.7	0.7	-1.0
4	COc1cccc(-c2cc(C(=O)N/N=C/c3cccc(OC)c3OC)c3ccccc3n2)c1	-4.9	-52.5	1.1	-1.1	0.6	-1.9	0.5	3.9	-9.2	-1.2
5	O=c1[nH][nH]c(-c2ccccc2)c1C=Nc1ccccc1Cl	0.1	1.0	-2.1	0.1	-1.7	-5.9	2.2	-0.7	1.2	-2.4
6	C[C@H](CO)N1C[C@H](C)[C@H](CN(C)Cc2cncnc2)Oc2cc(Br)ccc2S1(=O)=O	-0.3	-1.7	-10.4	1.5	-1.9	0.6	7.3	-4.6	9.4	-3.6
7	CC(=O)Nc1ccc2c(c1)OCCOCCOc1cc(NC(C)=O)ccc1OCCOCCOCCO2	0.1	3.4	-2.7	-5.0	-1.5	1.3	4.2	1.0	-1.7	-1.7
8	O=C(CC1CCS(=O)(=O)C1)NC1CCCCC1 (stereo not drawn)	-0.3	4.6	-1.4	6.6	-2.6	-3.6	-2.5	4.2	4.7	0.1
9	CCc1nc2c(OCC(=O)C(C)(C)C)cccn2c1N(C=O)Cc1ccc(OC)cc1	0.9	6.7	7.8	7.0	-2.3	18.3	0.2	-4.9	-1.7	10.7
10	Cc1cc(Br)ccc1NC(=O)CNC(=O)COc1ccccc1C	0.0	1.5	-0.4	4.4	-2.8	-0.1	-1.1	-3.0	4.0	-1.4
11	CC(Oc1ccccc1)C(=O)Nc1nc(-c2ccncc2)cs1 (stereo not drawn)	-0.3	4.0	0.1	6.6	-0.7	-2.6	-1.0	-4.9	3.3	-5.6
12	CCCCCCSc1ccc([C@@H]2[C@H]3C(=O)N(C)C(=O)[C@H]3[C@]3(C(=O)OC)CCCCN23)cc1OC	-0.4	1.9	-7.6	-0.4	0.9	-2.3	6.9	-14.9	-3.7	-1.4
13	O=C(CSc1nc2ccccc2s1)N/N=C/c1ccc(C(=O)O)cc1	0.2	1.8	-1.7	-4.0	2.4	-0.8	-4.9	4.3	-2.1	-3.8
14	COc1ccc(CNC(=O)c2ccc(Cn3nc(C)c([N+](=O)[O-])c3C)o2)cc1	0.1	3.5	-5.8	3.0	-4.1	-2.3	4.1	-10.1	-4.3	10.6
15	Cc1ccc(S(=O)(=O)NCC(=O)Nc2ccc(C(F)(F)F)cc2)cc1	0.8	9.2	-0.5	0.1	0.7	-1.1	0.5	12.7	1.6	-0.3
16	CCCc1ccc(OCc2ccc(C(=O)Nc3cccc(C)n3)o2)c(OC)c1	-1.1	-3.3	-3.8	3.5	-1.6	-2.3	4.3	-3.4	1.6	0.7
17	O=C(CNC(=O)c1cccs1)N/N=C/c1ccc(Cl)cc1	-0.2	-0.6	6.4	-5.2	10.7	1.6	-0.2	-16.1	-2.9	-4.2
18	O=C(NCCN1CCCC1=O)C1CCC(=O)N(CCc2cccc(F)c2)C1 (stereo not drawn)	-0.1	4.6	2.2	0.4	2.7	3.0	5.3	-4.4	-6.9	-1.5
19	CCOc1cc(-c2c(C#N)c(N)nc3c2CCCC3C)ccc1O (stereo not drawn)	-0.5	2.9	-5.6	-4.7	-2.2	0.2	8.4	-0.7	-1.3	0.7
20	COCCNC(=O)/C(C#N)=C/c1ccccc1Br	-0.2	-0.6	-2.9	0.0	3.8	1.5	0.8	-4.3	-4.9	1.1

# Three compounds already listed, arranged by their value in TDP2 absorb, lowest first:
cpd	smiles	TDP2 absorb
12	CCCCCCSc1ccc([C@@H]2[C@H]3C(=O)N(C)C(=O)[C@H]3[C@]3(C(=O)OC)CCCCN23)cc1OC	-14.9
16	CCCc1ccc(OCc2ccc(C(=O)Nc3cccc(C)n3)o2)c(OC)c1	-3.4
19	CCOc1cc(-c2c(C#N)c(N)nc3c2CCCC3C)ccc1O (stereo not drawn)	-0.7

# Additional results follow.
cpd	compound	proKLK7 act	SIAE inh	MBD2 inh	Tn6 DDE FP	PRMT1 inh	UHRF1 binding	Tn7 DDE FP	TDP2 absorb	TCR CD3 inh	LEDGF integ inh
21	CC(C)c1ccc(NC(=O)CSc2nc(=O)n(CCCN3CCOCC3)c3c2CCC3)cc1	-0.1	8.4	0.8	-3.4	-2.0	0.7	-2.7	-3.4	-1.8	2.5
22	CCn1c(SCC(=O)NNC(=O)c2ccc(C)cc2)nnc1C1CC1	0.1	1.1	1.7	-1.9	1.9	-0.4	3.9	-5.5	-5.6	-1.5
23	CN(C)c1nc(NC(C)(C)C)nc(NC(C)(C)C)n1	-0.3	2.5	-8.5	1.6	-0.4	-5.4	6.9	-2.7	7.9	-2.0
24	O=c1c(/C=N/O)c(Nc2ccccc2)nc2ccccn12	0.1	-10.1	-0.6	0.7	-2.5	-7.7	-6.8	-2.8	1.0	-1.3
25	C=CCNc1nc(SCC=C)nc2ccsc12	0.7	1.3	2.7	0.2	-1.1	-1.7	4.7	2.8	5.1	1.4
26	COc1ccc(C(CNC(=O)c2ccc(S(=O)(=O)Nc3ccccc3OC)cc2)N2CCCC2)cc1 (stereo not drawn)	-0.3	1.8	1.7	-8.7	-2.8	0.5	10.8	7.3	-5.9	-3.2
27	COc1cc2[nH]c(=O)n(CCCC(=O)N3CC=C(c4ccccc4)CC3)c(=O)c2cc1OC	0.5	2.9	0.9	10.4	-2.5	-1.6	4.2	-6.9	3.3	1.8
28	Cc1cccc(CC(C)NC(=O)CCc2nnc(-c3ccccc3)o2)n1 (stereo not drawn)	-1.3	2.7	3.4	2.7	1.8	5.1	-8.2	-14.4	-3.6	-9.6
29	Cn1c(=O)c2c(ncn2CC(COCc2ccccc2Cl)OCc2ccccc2Cl)n(C)c1=O (stereo not drawn)	0.1	-4.2	6.0	-1.6	1.9	3.9	-1.4	-10.9	-1.0	1.2
30	CC1=C(C(=O)Nc2ccccc2C)C(c2ccc(C)o2)N2C(=O)CSC2=N1 (stereo not drawn)	-0.4	-18.5	1.0	-8.4	10.2	-4.4	4.5	16.6	8.3	-0.1
31	CCOc1ccccc1NC(=O)C(c1ccccc1)N1CCN(CC(=O)N2CCCC2)CC1 (stereo not drawn)	0.1	-9.6	2.0	1.6	-2.5	2.0	-7.8	-6.0	-1.0	3.8
32	O=C(NNC(=O)c1ccccc1-n1cccc1)c1ccc(Cl)nc1	0.2	-3.7	2.8	0.0	0.8	-2.4	2.2	1.9	0.6	-0.2
33	O=S(=O)(c1ccc(Cl)nc1)N1CCN(Cc2ccc3c(c2)OCO3)CC1	-0.2	-0.9	-4.8	4.8	-3.3	4.0	4.7	5.5	1.7	-0.5
34	C=CCNC(=S)N1CCN(Cc2ccc3c(c2)OCO3)CC1	-0.5	4.0	1.3	5.7	2.2	-1.3	-0.4	21.9	9.3	-0.4
35	Fc1ccccc1OCCCn1ccnc1	-0.2	11.8	2.3	-0.2	-4.0	-2.9	-1.6	10.9	6.9	1.1
36	COc1ccc(-c2noc(CCC(=O)NC3CCCCCC3)n2)cc1OC	0.4	6.0	-6.7	2.8	-2.1	-1.9	-3.0	-2.1	-0.4	6.0
37	CCCCN1C[C@@H]2CSCCS(=O)(=O)N2C1=O	-0.4	-0.7	2.0	4.7	3.6	0.7	-0.3	1.8	.	-3.8
38	CC(C)CCn1c(Oc2ccccc2Cl)nc2c1c(=O)n(C)c(=O)n2C	-0.2	2.0	3.8	-7.0	1.6	0.8	-8.8	11.2	7.0	2.1
39	O=C(NC1CCCc2ccccc21)C1CCN(S(=O)(=O)c2cccc3nsnc23)CC1 (stereo not drawn)	0.2	1.8	-0.7	3.9	-1.5	-2.5	3.7	0.8	2.8	-0.5
40	COc1cccc(CN2CCN(Cc3cccc4nonc34)CC2CCO)c1 (stereo not drawn)	-0.2	-3.6	0.8	-3.4	-3.5	-3.5	2.8	-4.7	7.7	-1.6
41	COCCN1Cc2cccc(C(=O)Nc3ccc(S(=O)(=O)N4CCOCC4)cc3)c2C1=O	0.2	7.2	-5.2	4.8	-1.5	0.1	-5.5	3.1	6.7	2.2
42	O=C(Nc1cccc([N+](=O)[O-])c1)c1ccc([N+](=O)[O-])o1	0.1	-0.6	-5.0	18.1*	-2.5	-2.5	-1.6	0.6	-1.8	-2.4
43	CCOC(=O)N1CCN(C(=O)C[C@H]2C[C@@]3(C(=O)OC)C(=C[C@H](C4CCCC4)O[C@@H]3C)N(CCc3ccc(OC)c(OC)c3)C2=O)CC1	0.0	3.4	2.0	1.7	-0.9	0.5	0.6	9.1	.	-6.1
44	NC(=O)C1=C[C@@H](c2ccc(C(F)(F)F)cc2)C[C@@H](OCCCCO)O1	0.2	-0.1	-6.9	2.6	-2.9	-2.0	-5.5	-6.4	4.4	-1.6
45	O=C(Nc1nnc([C@H]2C[C@H](O)[C@@H](CO)O2)s1)NC(c1ccccc1)c1ccccc1	0.3	-9.8	0.8	-1.3	-0.2	-1.6	-1.1	-12.5	4.8	3.6
46	O=C(CC1C(=O)NCCN1Cc1ccccc1)NCCCOc1cccnc1 (stereo not drawn)	0.8	-11.4	-7.1	10.2	0.1	-4.0	4.0	-14.9	8.7	0.7
47	CCCC(=O)Oc1ccccc1C1SCc2cc(C)c(C)cc2CS1	0.7	9.2	-3.4	0.0	1.3	0.1	0.3	-9.4	6.5	-4.0
48	CCOC(=O)CC1COCCN1Cc1cn[nH]c1-c1cc(OC)c(OC)c(OC)c1 (stereo not drawn)	0.0	-0.2	-0.5	5.3	-0.7	2.9	-1.0	-15.3	-4.0	1.8
49	Cc1cc(C(=O)Nc2ccc(Cl)cc2)n(-c2ccccc2)n1	0.0	-8.4	0.5	4.0	-2.6	2.7	5.8	16.5	3.4	-1.9
50	COC(=O)c1cc(-c2ccc(S(=O)(=O)N3CCCCC3)cc2)c(C(F)(F)F)s1	0.2	-0.2	2.4	2.0	2.8	0.5	-7.9	-2.0	0.0	-0.5
51	O=c1ccc(-c2ccc(S(=O)(=O)Nc3ccccc3Cl)o2)n[nH]1	-0.4	-3.8	2.8	-6.8	6.7	2.4	6.5	-12.2	1.9	-6.4
52	C1=C(c2ccccc2)CCN(c2nc3ccccc3n3cnnc23)C1	-17.1	-6.0	2.3	9.0	6.1	-1.4	4.6	-5.0	11.1	-2.3
